VLA-4 inh: inhibition in human VLA-4 binding assay, primary screen, VLA-4 allosteric modulator project, MLPCN library, flow cytometry, VLA-4 expressing cells | Integrin alpha-4 (Homo sapiens), P13612 | ligand binding flow cytometry | inhibition, % (about 7 µM as worked out from the volumes in the protocol) | 0.2% of 330,000 active | AID 2557, 2010; in the data active = inhibition above about 50%
Target sequence (P13612 whole entry, looked up): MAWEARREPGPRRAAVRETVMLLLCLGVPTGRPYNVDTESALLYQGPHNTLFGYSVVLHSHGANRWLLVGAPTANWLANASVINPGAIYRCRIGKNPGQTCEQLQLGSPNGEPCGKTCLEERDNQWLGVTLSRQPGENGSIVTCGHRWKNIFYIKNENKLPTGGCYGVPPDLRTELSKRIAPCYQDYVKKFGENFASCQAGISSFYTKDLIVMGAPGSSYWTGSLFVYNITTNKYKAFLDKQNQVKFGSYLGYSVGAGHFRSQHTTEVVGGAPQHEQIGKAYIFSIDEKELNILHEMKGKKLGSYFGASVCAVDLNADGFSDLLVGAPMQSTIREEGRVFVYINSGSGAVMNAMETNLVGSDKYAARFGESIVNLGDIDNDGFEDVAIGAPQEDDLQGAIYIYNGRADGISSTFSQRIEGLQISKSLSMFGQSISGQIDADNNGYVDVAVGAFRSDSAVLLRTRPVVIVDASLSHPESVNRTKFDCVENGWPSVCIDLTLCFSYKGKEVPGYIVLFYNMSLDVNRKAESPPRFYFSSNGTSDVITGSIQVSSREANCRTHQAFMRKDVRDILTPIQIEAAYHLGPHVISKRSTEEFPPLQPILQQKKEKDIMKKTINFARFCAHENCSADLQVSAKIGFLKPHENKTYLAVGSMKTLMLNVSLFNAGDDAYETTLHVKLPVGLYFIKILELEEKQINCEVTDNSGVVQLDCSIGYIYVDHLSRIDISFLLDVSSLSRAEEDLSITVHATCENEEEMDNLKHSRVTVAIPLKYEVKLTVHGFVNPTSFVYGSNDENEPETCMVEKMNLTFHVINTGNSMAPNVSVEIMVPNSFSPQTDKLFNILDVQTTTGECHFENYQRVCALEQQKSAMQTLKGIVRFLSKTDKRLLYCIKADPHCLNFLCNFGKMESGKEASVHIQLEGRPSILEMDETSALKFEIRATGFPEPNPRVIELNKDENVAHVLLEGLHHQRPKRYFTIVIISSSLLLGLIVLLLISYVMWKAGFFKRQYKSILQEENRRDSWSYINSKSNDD
MEX-5 binding: MEX-5 zinc finger RNA-binding disruptors – biochemical, C. elegans, fluorescence polarization, MLPCN library, primary screen; Zinc finger protein mex-5 (Caenorhabditis elegans), Q9XUB2; MEX-5/FITC-TCR2 RNA binding; hits give low values; activity score (negative = inhibition of binding), % at 10 µM; 0.38% of 300,000 active; AID 1832, 2009;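 active = inhibition past about -25% in most replicates, and total fluorescence under double the plate's negative control median, limit read from the data; inconclusive = replicates evenly split on the limit, or fluorescence at least double controls; inactive = too little inhibition in most replicates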;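 also: 0% = DMSO and -100% = 5 µM competing unlabeled TCR2 RNA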
GRK2 aptamer HTS: compounds blocking aptamer binding on GRK2 – biochemical, human GRK2, bead flow cytometry, HTS, primary screen | inhibition of aptamer binding, % at 10 µM | Beta-adrenergic receptor kinase 1 (Homo sapiens), P25098 | FAM-aptamer displacement from GRK2 | 0.59% of 330,000 active;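 active = inhibition of aptamer binding above 40%, roughly 3 SD of noise, on plates passing a quality check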;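 also: median bead fluorescence of bound FAM aptamer so fluorescent compounds give negative values; no value below 0 was filed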
CIT2-GFP yeast: modulators of CIT2-GFP expression in yeast, primary screen, S. cerevisiae, GFP fusion, multiplex flow cytometry, MLPCN library. 0.065% of 320,000 active. GFP response vs DMSO, % at 10 µM. AID 2029, 2009. S. cerevisiae CIT2-GFP strain, 3 h; 100 means same as DMSO wells;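 active = GFP response relative to DMSO above a set limit, near the screen mean plus 3 SD, cut at about 150% in these data; inconclusive = Fewer than 70 cells measured for a yeast strain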;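 also: ratio of well median GFP fluorescence to mean of DMSO wells on the plate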
Fam108B inh: mouse Fam108B serine hydrolase inhibitors, primary screen, counter-screen for RBBP9 inhibitor project, biochemical, fluorescence polarization; recombinant Fam108B, FP-Rh probe fluorescence polarization; inhibition, % at 9.51 µM; 0.33% of 300,000 active; AID 1947, 2009;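 active = inhibition above the screen mean inhibition plus 3 SD, computed separately per campaign, cut at about 18% in these data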;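 also: inhibitors lower polarization as less probe binds the enzyme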
GLD-1 TGE inh: GLD-1/TGE RNA complex disruptors, primary screen, biochemical, fluorescence polarization | 0.44% of 320,000 active | Female germline-specific tumor suppressor gld-1 (Caenorhabditis elegans), Q17339 | purified GLD-1 + fluorescein TGE RNA | inhibition, % at 5.96 µM;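 active = percent inhibition above a per-plate cutoff, the plate mean of test compounds plus 3 SD, cut at about 30% in these data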;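 also: 0% = DMSO wells with GLD-1 and probe and 100% = wells lacking GLD-1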
MCL1 BIM primary: inhibitors of MCL1 binding to BIM-BH3, primary screen, biochemical, fluorescence polarization; GST-MCL1 / FITC-Bim-BH3 fluorescence polarization; inhibition, % at 10.9 µM; 0.68% of 320,000 active; AID 2057, 2009;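 active = inhibition above the mean inhibition of all tested compounds plus 3 SD, set per campaign, cut at about 40% in these data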;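 also: 0% = DMSO wells and 100% = unlabeled Bim-BH3 peptide control; higher means more loss of mP so more displacement of Bim peptide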
AGP1-GFP MLPCN: modulators of AGP1-GFP expression in yeast TOR pathway, primary screen, cell-based, multiplex flow cytometry, S. cerevisiae, MLPCN library | 3 h; GFP as percent of DMSO wells | 0.02% of 320,000 active | GFP response vs DMSO, % at 10 µM;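 active = GFP response relative to DMSO above a set limit, near screen average plus 3 SD, cut at about 150% in these data; inconclusive = fewer than 70 cells counted for the yeast strain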;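 also: median GFP channel fluorescence of the gated AGP1 strain per well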
Bcl-xL primary: inhibitors of human Bcl-xL, primary screen, biochemical, fluorescence polarization, HTS; GST-Bcl-xL / FITC-Bim BH3 peptide fluorescence polarization; Bcl-2-like protein 1 (Homo sapiens), Q07817; 0.7% of 320,000 active; inhibition, % at 10.9 µM;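 active = inhibition above the mean of all tested compounds plus 3 SD, cutoff set per campaign, cut at about 30% in these data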;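 also: 0% = DMSO wells and 100% = unlabeled Bim-BH3 peptide competitor; inhibitors lower millipolarization by displacing the labeled peptide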
Starred values were filed as active, the others as inactive; ? = inconclusive; . = not tested or not shown; [ ] = remark or other dose.

compound,VLA-4 inh,MEX-5 binding,GRK2 aptamer HTS,CIT2-GFP yeast,Fam108B inh,GLD-1 TGE inh,MCL1 BIM primary,AGP1-GFP MLPCN,Bcl-xL primary
Cc1occc1C(=O)Nc1ccc2c(c1)OCCO2,3,1.0,0,87,-3,4,1,92,2
COc1ccc(NS(=O)(=O)c2ccc(C)c(C(=O)NNC(=O)c3csc(N4CCOCC4)n3)c2)cc1,-1,-15,0,82,1,8,-6,92,-5
Cc1ccc(C(C)C)c(OCC(=O)Nc2ccccc2N2CCN(C)CC2)c1,-4,3.0,0,95,-2,5,3,95,1
CCCN(CCC)Cc1c(C(=O)N/N=C/CCc2ccccc2)nnn1-c1nonc1N,-3,1.1,0,100,-2,4,6,104,4
COc1ccc(C2(c3ccc(OC)cc3)NC(=O)N(CC(=O)N3CCOCC3)C2=O)cc1,13,.,4,93,.,-1,-7,98,0
C=CCOc1cccc(C2C(C(=O)c3cc4ccccc4o3)=C(O)C(=O)N2c2cc(C)on2)c1 (centres undefined),-3,-5.2,7,91,-1,1,-12,97,-6
O=C(NCCCNCc1ccccc1)c1ccc(/C=N/O)nc1,5,-1.1,0,106,1,3,-3,100,4
Cc1ccc(C(C(=O)NC(C)(C)C)N(Cc2cccnc2)C(=O)C(=O)NC2CCCCC2)o1 (centres undefined),4,0.9,1,98,0,0,-16,102,-21
N#CCn1c(Cc2ccccc2)nc2ccccc2c1=O,-4,4.8,3,101,.,.,.,100,.
Cc1nn(CC(=O)NCc2ccccc2)c(C)c1[N+](=O)[O-],-6,-0.3,1,108,6,8,7,96,4
CCOc1cccc(SCc2noc(C(=O)NC(C)C)c2C(=O)O)c1,29,-1.6,0,100,1,-71,-3,85,2
COc1ccc(C(=O)Nc2ccc3[nH]ccc3c2)cc1OC,-6,0.9,1,100,1,4,5,103,5
COCCCn1c(SCC(=O)N2CCOCC2)nnc1-c1ccco1,3,1.2,1,98,2,-7,-3,99,2
CCc1nc(N)c(C#N)c(-c2cccc3ccccc23)c1C,0,-0.5,0,97,3,3,-4,94,3
COc1ccccc1NC(=O)NC(=O)c1ccccc1,10,3.0,2,106,-3,6,-8,101,2
O=C(C(=O)N1CCc2ccccc2C1)c1cn(CC(=O)N2CCOCC2)c2ccccc12,15,-2.3,2,107,1,-1,-1,113,-3
CC(C)COC(=O)C1C(=O)CC(C)(O)C(C(=O)OCC(C)C)C1c1cccnc1 (centres undefined),-1,0.3,1,100,0,7,2,98,9
COc1ccc(NC(=O)CCCn2c(=O)c3sccc3n(Cc3cccc(C)c3)c2=O)cc1,0,2.6,27,100,-3,-4,-1,99,2
O=C(CN(Cc1ccco1)C(=O)c1nsc(Cl)c1Cl)NC1CCCCC1,2,1.8,6,105,9,0,3,101,4
CCN(CC)C(=O)c1sc(NC(=O)Cc2ccccc2)c(C#N)c1C,-19,0.4,0,117,3,3,3,112,-1
CCOc1ccc(-n2ccc(=O)c(C(=O)O)n2)cc1,16,-0.4,2,98,-1,-2,-3,101,-3
CCN(CC)CCC(=O)N1c2ccccc2CCc2ccc(NC(=O)OC)cc21,0,1.5,0,94,-2,-5,12,95,7
COc1cccc(-c2ccc(C#N)c(SCC(=O)NCc3ccco3)n2)c1,24,0.9,0,95,-3,2,2,92,0
NS(=O)(=O)c1ccc(NC(=S)Nc2ccn(Cc3cccc4ccccc34)n2)cc1,-1,-2.4,1,.,-28,4,6,97,1
CC(C)c1nc(N2CCN(C(=O)c3ccccc3)CC2)c(C#N)c2c1COC(C)(C)C2,28,-0.5,2,107,1,7,-3,.,2
CC1(C)Cc2cccc(OCC(=O)Nc3nccs3)c2O1,11,0.9,0,.,2,0,10,89,8
O=C(Nc1ccccc1)c1ccc(Br)c(S(=O)(=O)Nc2cccnc2)c1,12,1.5,6,95,4,-2,0,97,4
COc1ccccc1N(Cc1ccccc1)S(=O)(=O)c1cccc(C(=O)Nc2cccc(C)n2)c1,12,2.3,1,100,-12,-8,5,105,2
CCCCCCCC(=O)O,0,.,4,103,.,5,.,95,.
CN(CC(=O)Nc1ccc(Cl)cc1)C(=O)CNC(=O)c1ccc2c(c1)OCO2,2,1.1,0,107,0,1,-2,109,5
C=CCn1c(CCNC(=O)c2ccco2)nc2ccccc21,7,0.4,0,102,-2,3,3,99,1
C/C(=N\NC(=O)COc1ccc(C(C)(C)C)cc1)c1cc2ccccc2o1,0,-2.1,0,101,2,-2,13,101,5
O=C1c2ccccc2C(=O)N1CC(O)COCc1ccccc1 (centres undefined),5,-1.7,0,92,5,0,3,98,-1
O=C1/C(=C\c2ccco2)CCC/C1=C\c1ccco1,-42,1.0,5,?,-2,-16,-73,68[may fluoresce violet],-22
FC(F)(F)c1cccc(Cc2noc(CN3CCCC3)n2)c1,12,1.5,2,101,3,-4,0,99,6
O=C(Cc1ccc(Cl)cc1)N/N=C/c1ccccc1,-1,0.1,0,99,-1,7,10,97,2
O=C(c1cccs1)N1CCN(Cc2nc3ccccc3c(=O)[nH]2)CC1,-3,-2.9,5,105,-1,3,1,101,8
CCOC(=O)CC(NC(=O)c1cccc2c1C(=O)N(Cc1cccnc1)C2)c1ccc(OC(C)C)cc1 (centres undefined),-37,-0.9,1,118,-1,2,6,110,6
CCOc1ccc(N/C=C/C(=O)c2cc(OC)c(OC)c(OC)c2)cc1,-1,2.2,.,99,6,-2,-3,88,1
Cc1cccc(OCC(=O)NNC(=O)c2cccs2)c1,-10,0.1,1,110,6,14,10,100,5
C=CCN1C(=O)/C(=C\c2ccco2)C(C(=O)OC)=C1C,0,1.8,3,101,4,6,9,100,7
COc1cc(/C=C/C(=O)OCC(=O)Nc2ccc(C)cc2[N+](=O)[O-])ccc1O,-5,0.1,0,107,-4,-1,2,103,1
Cc1cccc(CC(C)NC(=O)c2oc3c(F)cccc3c2C)n1 (centres undefined),5,0.1,2,99,2,3,3,95,1
CCOc1ccc(NC(=O)Nc2cc(OCC(F)(F)F)cc(OCC(F)(F)F)c2)cc1,8,1.7,3,100,-1,6,3,87,3
CCN(CC)CCN1C(=O)c2oc3ccccc3c(=O)c2C1c1ccc(F)cc1 (centres undefined),5,-0.3,0,105,-2,9,7,98,0
Cn1cccc1C(=O)NNC(=O)COc1ccccc1F,-3,2.1,0,93,0,-1,-4,99,-2
COC(=O)c1ccc(C2C(C(=O)c3cc4ccccc4o3)=C(O)C(=O)N2CCN2CCOCC2)cc1 (centres undefined),10,2.9,2,103,1,-1,-2,104,1
COc1cccc(-c2ccc(NC(=O)C3CCCN(Cc4cc(C)[nH]n4)C3)cc2)c1 (centres undefined),5,1.0,0,102,-9,1,7,101,6
CCC(=O)NCc1ccc(-c2nc3ncccc3o2)cc1,-9,-0.4,1,106,2,7,7,102,2
O=C(/C=C/c1ccc([N+](=O)[O-])cc1)OCC(=O)N1CCCC1,-83,.,2,109,.,-9,.,93,.
Cc1ccc(NS(=O)(=O)c2cccc(C(=O)NCC(c3ccco3)N3CCCC3)c2)cc1 (centres undefined),-16,.,4,99,.,10,-2,101,2
CC1(C)NC(=O)N(CCOCCOc2c(Cl)cc(Cl)cc2Cl)C1=O,10,-1.2,0,99,0,6,-1,100,2
CCOC(=O)C1CCN(C(c2cc(OC)c(OC)c(OC)c2)c2sc3nc(C)nn3c2O)CC1 (centres undefined),-10,1.3,0,107,-2,4,-4,104,0
CC(C(=O)O)n1c2ccccc2c2cnn(C)c(=O)c21 (centres undefined),3,-3.5,95*,97,.,.,.,92,.
CC(C)=CCN1CCN(Cc2ccc(C#CC(C)(C)O)s2)CC1CCO (centres undefined),-1,-0.4,0,108,-2,4,2,107,-3
CCCCn1nc(NC(=O)CCC)c2cc3cc(OC)ccc3nc21,7,3.0,0,90,1,-9,5,89,7
Cn1cc(CN2CCC(CO)(CCCc3ccccc3)CC2)c(-c2ccccc2)n1,-7,0.1,0,105,4,6,-1,106,5
Cc1c(Cl)cccc1NC(=O)CCS(=O)(=O)c1cccc2nonc12,14,2.0,0,99,4,2,-1,102,1
CCOC(=O)c1c[nH]n(-c2ccccc2)c1=O,0,-0.8,1,99,3,0,2,110,6
COc1ccccc1/C=C1\SC(=S)N(Nc2nc(C)cc(C)n2)C1=O,-2,-4.6,2,114,-7,-3,-2,111,8
CN(C)S(=O)(=O)c1ccc(C(=O)OCCc2ccccc2)cc1,6,3.1,2,96,1,-1,23,101,-1
CCN(C(=O)COC(=O)Cc1c[nH]c2ccccc12)C1CCS(=O)(=O)C1 (centres undefined),4,2.1,0,96,3,-6,-3,95,1

Source: PubChem BioAssay
